# Compound activity: PubChem BioAssay, National Center for Advancing Translational Sciences (NCATS)
# ALOX12 inh – Primary qHTS assay for inhibitors of human arachidonate 12S-lipoxygenase (ALOX12): Round 2; Polyunsaturated fatty acid lipoxygenase ALOX12 (Homo sapiens), P18054; purified 12hLO, xylenol orange hydroperoxide absorbance; Potency, µM (top dose mostly 108 µM), inactives show at the top dose activity change, negative = inhibition, most hits filed as inhibitors; 580,000 compounds, 1.1% hits; AID 1671190, 2021; active = well fitted inhibition curve with a large enough effect; inconclusive = small, poorly fitted or top-dose-only effect, or another doubt; inactive = no such curve, though single readings can be large or run the other way
# Target sequence (P18054 whole entry, looked up): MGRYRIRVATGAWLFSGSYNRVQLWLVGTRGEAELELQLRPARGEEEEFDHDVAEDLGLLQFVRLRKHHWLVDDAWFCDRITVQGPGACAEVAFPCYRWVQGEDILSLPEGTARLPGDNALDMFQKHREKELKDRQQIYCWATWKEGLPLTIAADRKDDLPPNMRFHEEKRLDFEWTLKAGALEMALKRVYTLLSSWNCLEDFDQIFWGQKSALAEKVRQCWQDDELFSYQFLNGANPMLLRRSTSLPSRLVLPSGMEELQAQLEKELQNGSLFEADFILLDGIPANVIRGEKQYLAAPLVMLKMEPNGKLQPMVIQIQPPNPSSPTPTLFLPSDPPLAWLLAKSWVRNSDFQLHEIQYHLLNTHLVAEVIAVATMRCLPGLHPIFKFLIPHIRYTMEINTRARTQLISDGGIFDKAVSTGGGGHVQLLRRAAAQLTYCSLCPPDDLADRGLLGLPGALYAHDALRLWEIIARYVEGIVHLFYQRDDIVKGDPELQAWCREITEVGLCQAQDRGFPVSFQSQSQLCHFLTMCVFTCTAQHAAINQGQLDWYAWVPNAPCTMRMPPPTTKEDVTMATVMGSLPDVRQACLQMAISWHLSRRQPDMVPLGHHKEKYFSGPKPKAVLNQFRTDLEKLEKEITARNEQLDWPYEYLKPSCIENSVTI
#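 Purified human 12hLO at 150 nM in 25 mM Hepes, 0.01% Triton X-100, pH 7.0, preincubated 15 min at room temperature with compound. Reaction started with 40 uM arachidonic acid, 30 min at room temperature. Hydroperoxide measured by Fe-xylenol orange, 573/405 nm absorbance ratio.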
# * hit, by the source's call; ? = inconclusive; [ ] = dose if it differs, or a comment. % is set by controls: 0 for no effect and ±100 for the full control effect; potency is the fitted concentration of half-maximal effect. Only part of the results is shown; count on the stated rates, not on these rows.
item	Structure	ALOX12 inh
1	CCCS(=O)(=O)N1CC(C(=O)NCCc2ccncc2)C2(CCOCC2)C1 (stereo not drawn)	?
2	Cc1nc(SC(C)c2ccc(F)c(F)c2)sc1CC(N)=O (stereo not drawn)	-7%
3	CCC(C(=O)Nc1ccc2c(c1)CN(Cc1cc(F)cc(F)c1)C(=O)CO2)c1ccccc1 (stereo not drawn)	8%
4	CCOc1ccccc1CN1C[C@@H]2C(=O)N(CCN3CCc4ccccc4C3)C(=O)[C@@H]2C1	38%[activator]
5	COc1cc(OC)cc(C(=O)NCC2CCCN(Cc3cnn(C)c3C)C2)c1 (stereo not drawn)	?
6	O=C(c1ccco1)N1CCC(N2C(=O)C(OCC3CC3)C23CCOCC3)CC1 (stereo not drawn)	48%[activator]
7	O=C(NCCC(=O)N1CCCCCC1)c1cc(=O)[nH]c2ccccc12	-48%
8	Clc1cc(Cl)c(N/N=C/c2ccccc2Br)c(Cl)c1	?
9	Cc1noc(C)c1-c1cc(-c2ccc([S+](C)(=O)[O-])cc2)cn2cncc12	5%[176 µM]
10	CN(CCc1ccccn1)C(=O)c1cn(CCN2CCNCC2)nn1	4%
11	COc1ccc(NC(=O)CCc2c[nH]c3ccccc23)cc1	-9%
12	CC(C)CNC(=S)Nc1cccc(Cl)c1	?
13	COc1cc(NC(=O)CC[C@H]2O[C@@H](n3cnc4c(NC(=O)c5ccccc5)ncnc43)[C@H](O)[C@@H]2O)cc(OC)c1OC	?
14	CC(C#N)OC(=O)c1cc(-c2cccs2)nc2ccccc12 (stereo not drawn)	-14%
15	CCOc1ccc(CC(=O)N2[C@@H]3CC[C@H]2CC(NC(=O)c2cnc(C)cn2)C3)cc1 (stereo partly drawn)	39%
16	O=C(c1cc(C2CC2)[nH]n1)N1CCC2(CCCN(CC3CCC3)C2=O)C1 (stereo not drawn)	3%
17	CC(=O)NC1(C)CCCN(Cc2cc(-c3cccc(C(F)(F)F)c3)cs2)C1 (stereo not drawn)	-11%[176 µM]
18	CC1CCCN(S(=O)(=O)c2ccc(-c3nc(C#N)c(NCCCN(C)C)o3)cc2)C1 (stereo not drawn)	-8%
19	COCCCn1c(C)cnc1CC1CCN(C(=O)Nc2ccc(C)c(C)c2)CC1	27%
20	CN(C)CC1(O)CCC2(CCN(C(=O)C3(c4ccccc4)CC3)CC2)CC1	40%[activator]
21	COCCN1CC(CO)C2(CCN(C(=O)COc3cccc(C)c3)CC2)C1 (stereo not drawn)	20%
22	COC(=O)c1ccc(Cn2c(C)c(C(=O)NCc3ccco3)sc2=O)o1	-9%
23	COc1ccc(CC(=O)N2N=C(c3ccccc3)CC2(O)C(F)(F)F)cc1 (stereo not drawn)	?
24	O=C(Nc1cccc(CNCc2ccccn2)c1)c1cccc(F)c1	52%[activator]
25	O=C1NC(=O)C(c2cnc3ccccn23)=C1c1cn2c3c(cccc13)CN(C(=O)N1CCOCC1)CC2	-36%[57.4 µM]
26	CC(=O)c1c(-c2ccc(C)cc2)nc2n(CCN3CCOCC3)c3ccccc3n12	-18%
27	CN1C(=O)COC[C@@H]1[C@H](O)c1ccc(NC(=O)c2cnccn2)cc1	38%[activator][176 µM]
28	Cc1cccc(NC(=O)c2cc3c(cc2C)OCCCO3)c1	-1%
29	O=[S+]([O-])(c1ccccc1)N1CCCC2(CC(c3cccnc3)=NO2)C1 (stereo not drawn)	-1%[6.33 µM]
30	Cc1cc(Cl)ccc1OCC(=O)N(Cc1ccc(Cl)cc1)CC1CCCO1 (stereo not drawn)	72%
31	COc1ccc2cc(C(C)C(=O)NC3CCCCC3C)ccc2c1 (stereo not drawn)	-23%
32	CCc1ccc(C(=O)NCc2ccc(N3CCN(C)CC3)nc2)o1	2%
33	Cn1cccc1CN1CCC2(CC1)COc1ccccc1[S+](=O)([O-])N2	-3%[6.33 µM]
34	Cc1c(C(F)(F)F)nc(-c2ccc(CN3CCNCC3)cc2)[nH]c1=O	?
35	COc1ccc(OC)c(CN2C(=O)CN(S(C)(=O)=O)CC2(C)C(=O)Nc2c(C)cccc2C)c1 (stereo not drawn)	-5%
36	C=CCNc1oc(COc2ccccc2OC)nc1C#N	-9%
37	O=C(/C=C/c1cccc(O)c1)c1cccs1	?
38	CCCc1cc2c(=O)c(-c3ccc4c(c3)OCCCO4)coc2cc1OS(C)(=O)=O	-1%
39	COCCN(Cc1ccco1)C(=O)c1ccc(S(C)(=O)=O)cc1	-8%
40	CC1(C)C(=Cc2ccccc2)C(=O)c2ccccc21	-17%
41	CN(C)c1cccc(CNC(=O)c2ccc3nc([C@H]4C[C@H](O)[C@@H](CO)O4)[nH]c3c2)c1	1%
42	Cc1ccc(OCC(=O)N2CC[C@@](O)(C3CCOCC3)[C@H](C)C2)cc1	-27%
43	CC1CCN(CCCNC(=O)c2cc(=O)c3ccccc3o2)CC1	-3%
44	O=Cc1cccn1-c1ccc(Cl)c(Cl)c1	9%
45	CCOC(=O)C1CCC(C(=O)OCC)N1c1ccc(C=O)cc1 (stereo not drawn)	?
46	CC(C)(C)CNc1cc(Cl)nc2ccnn12	64%[activator][176 µM]
47	OCC1CN(Cc2ccc(Br)cc2)CC12CCNCC2 (stereo not drawn)	13%
48	CCNC(=O)Nc1ccc([C@@H](O)[C@H]2COCC(=O)N2CCOCC)cc1	39%[176 µM]
49	CCc1ccc(C(=O)N2CCC(Cc3nc(-c4cnccn4)no3)CC2)cc1	10%
50	c1ccc(OCCCn2cc(-c3cncnc3)nn2)cc1	13%

# The listing continues:
item	Structure	ALOX12 inh
51	CC(C)C(N)c1csc(Nc2ccc(C(F)(F)F)cn2)n1 (stereo not drawn)	0%
52	O=C(O)C=Cc1ccc(O)c(O)c1	?
53	CC(=O)Oc1ccc2c(=O)c(Oc3ccccc3Br)c(C)oc2c1	?
54	CN1CCC(NC[C@H]2COCc3nc4cc(F)ccc4n32)CC1	-6%[176 µM]
55	CC(C)N1Cc2nnn(Cc3ccccc3)c2-c2ccccc2S1(=O)=O	6%
56	O=C1[C@H]2CN(Cc3ccc(OC(F)(F)F)cc3)C[C@H]2C(=O)N1Cc1ccc2c(c1)OCO2	-1%
57	Cc1cccc(OCC(=O)Nc2ccc3c(c2)nc(CCn2nc(C)cc2C)n3C)c1	21%
58	CCc1c(C)sc(NC(=O)CCl)c1C#N	?
59	O=C(Nc1ccc(F)c(Cl)c1)c1nn(Cc2ccccc2)c(=O)c2ccccc12	?
60	CC(C)N1CC[C@H](c2nc3ccc(C#N)cc3[nH]2)C1	80%[activator][176 µM]
61	COCCC(=O)N[C@H]1CC[C@]2(C)CC[C@@H](C(C)C(=O)NC3CCCCC3)[C@H](O)[C@H]2[C@@H]1C (stereo partly drawn)	-3%
62	CCS(=O)(=O)NCCC(c1ccccc1)c1ccccc1	2%
63	CCCS(=O)(=O)N1CCC(C2CCNC2)CC1 (stereo not drawn)	76%[activator]
64	CC(C)c1ccc(C(C)NC(=O)c2cccc(N(C)C)c2)cc1 (stereo not drawn)	-35%
65	COC(=O)/C(=C\c1ccc(OC(F)(F)F)cc1)NC(=O)c1ccccc1	?
66	COc1cccc(C(=O)NCC2CCCN(C(=O)Cc3cccc(C)c3)C2)c1OC (stereo not drawn)	1%
67	COc1cccc(-c2cc(C(=O)NCc3cc(C)on3)c3c(c2)N(C)CCO3)c1OC	2%[176 µM]
68	CCC[C@H]1[C@@H](NC(=O)Nc2ccc(C)cc2)CC[C@@]23CCCN2C(=O)CCC[C@@H]13	-5%
69	CC(C)C[C@@H]1N[C@H](C(=O)NCCN2CCCC2)Cc2c[nH]c3cccc1c23	97%[activator][176 µM]
70	CCOC(=O)/C(C#N)=C/c1ccc(OC)c(COCC(F)(F)C(F)F)c1	-3%
71	CC(=O)Nc1ccc(C(C#N)=Cc2ccc(N(C)CCC#N)cc2)cc1	4%
72	COc1ccc2c(c1)C(n1cccc1)C(=O)N2C (stereo not drawn)	-14%
73	Cc1ccc(C(C)NC(=O)Cc2c(C)[nH]c3ccccc23)o1 (stereo not drawn)	-22%
74	Cc1[nH]c2ccccc2c1CC(=O)Nc1ccc(Nc2cccnc2)c(-c2ccc(OC(F)(F)F)cc2)c1	-7%
75	C[N+](C)(C#CCc1ccccc1)C/C(Cl)=C(\Cl)c1ccccc1	0%
76	CC(=O)N[C@@H]1CCNC[C@@H]1c1nc(-c2ccccc2)no1	41%[activator]
77	Cc1ccc(C(=O)NC(c2nnc(SCC(=O)c3ccccc3)n2C)C(C)C)cc1 (stereo not drawn)	?
78	COc1cccc2c1OCCCN(C(=O)c1cn(C/C=C/c3ccccc3)nn1)C2	29%
79	COc1ccc(N(C)C(=O)c2ccc3c(c2)N(S(C)(=O)=O)CC3)cc1	20%
80	CCCCCCCCCSCc1ccc(C(=O)O)o1	?
81	c1ccc(CN2CCNc3cnc(-c4ccc(N5CCOCC5)cc4)cc3C2)cc1	?
82	COc1cccc(OC)c1C(=O)Nc1cccc(-c2nc3cc(Cl)ccc3o2)c1	0%
83	Cc1ccccc1N1Cc2c(ncnc2N2CCC(O)CC2)N(C)CC1=O	42%[activator]
84	COc1ccc(CN2CCc3nc(C(=O)NCc4cccc(F)c4)oc3CC2)cc1	?
85	CS(=O)(=O)N1CCC(C2CCN(C(=O)Cc3cccs3)C2)CC1 (stereo not drawn)	5%
86	COc1ccc(-c2coc3cc(OCC(=O)O)ccc3c2=O)cc1OC	?
87	O=C(C[C@@H]1CCNC[C@@H]1Cc1cc(-c2ccc(F)cc2)on1)NCc1ccccc1	-7%[176 µM]
88	COc1ccc(-c2noc([C@@H]3C[C@@H](O)CN3C3CCCCC3)n2)cc1	?
89	COc1ccc(CN2CC(c3ncc4c(-c5ccccc5)nccn34)C2)cc1O	-7%[176 µM]
90	COc1ccccc1NC(=O)Cn1nc2n(c1=O)CCCCC2	29%
91	O=C(Cc1ccccc1F)NCCC1CCN(C(=O)Nc2cc(F)ccc2F)CC1	25%
92	Cn1ncc(N2CCCC(CC(=O)NCCc3cccnc3)C2)cc1=O (stereo not drawn)	?
93	Cc1ccccc1OCc1nc(-c2ccccc2OCC(=O)N2CCCC(C)C2)no1 (stereo not drawn)	?
94	O=C(Cc1c[nH]c2ncc(-c3cccc(CO)c3)cc12)N1CCOCC1	?
95	CCCc1ccc(CN2CCCC(CCOC)(C(=O)O)C2)o1 (stereo not drawn)	34%
96	COc1cccc(CNCC(O)COc2ccc(C(C)=O)cc2OC)c1 (stereo not drawn)	-77%
97	CN(C(=O)c1ccc2ncsc2c1)C1CCCCC1	6%
98	CN(C)Cc1cc(C[C@@H]2C[C@H](NC(=O)Nc3ccccc3)C2(C)C)no1	56%[activator][176 µM]
99	O=C(NCc1ccncc1)C1CN(C(=O)c2ccc(F)cc2)CC12CCOCC2 (stereo not drawn)	-5%
100	Cc1c(OS(C)(=O)=O)ccc2c3c(c(=O)oc12)CCCC3	?

# Reprinted: compounds 82 to 85
item	Structure	ALOX12 inh
82	COc1cccc(OC)c1C(=O)Nc1cccc(-c2nc3cc(Cl)ccc3o2)c1	0%
83	Cc1ccccc1N1Cc2c(ncnc2N2CCC(O)CC2)N(C)CC1=O	42%[activator]
84	COc1ccc(CN2CCc3nc(C(=O)NCc4cccc(F)c4)oc3CC2)cc1	?
85	CS(=O)(=O)N1CCC(C2CCN(C(=O)Cc3cccs3)C2)CC1 (stereo not drawn)	5%

# The list goes on.
item	Structure	ALOX12 inh
101	COc1cc(=O)n2c(c1C(=O)N1CCN(c3ccccc3C)CC1)CCCC2	24%
102	CCOC(=O)c1ccc(Nc2ccc(C(C)=O)cc2)cc1	3%
103	COc1ccc(C(=O)NC(=S)Nc2ccc3[nH]c(=O)[nH]c3c2)cc1Br	?
104	CS(=O)(=O)Oc1ccc2c(=O)c(-c3ccc(Cl)cc3)coc2c1	-5%
105	CC1CCN(C(=O)Cn2ccn3nc(-c4ccc(F)cc4)c(CO)c3c2=O)CC1	6%
106	Cc1cccc(NC(=O)c2cc3c(s2)CCC3)c1C	29%
107	COC[C@H]1C[C@@H](NC(=O)c2c(-c3ccccc3)noc2C)[C@H](O)[C@@H]1O	72%[activator][176 µM]
108	Oc1ccc(Cl)cc1C=Nc1cc(C(F)(F)F)ccc1Oc1ccccc1	-21%
109	Cc1ccc(NC(=O)CSc2ncc(-c3ccc(F)cc3)o2)c(C)c1	?
110	CN1CC(c2ccccc2)CC2(CCN(C(=O)CCN3CCCC3=O)CC2)C1 (stereo not drawn)	27%
111	CN1CCC(N2CC[C@H](c3nnc(-c4cccnc4)o3)C2)CC1	62%[activator][176 µM]
112	CCCCCn1c(NCCC)nc2c1c(=O)[nH]c(=O)n2C	7%
113	CNC(=S)NNC(=O)c1ccccc1C	55%[activator]
114	c1cc(-c2cnn(CCN3CCOCC3)c2)ccc1OCCN1CCCC1	56%[activator]
115	CN(C)C(=O)C1CCC(C)(C(=O)O)C1(C)CI (stereo not drawn)	40µM*
116	Cc1ccc(CNC(=O)CSc2nnc(CNC(=O)c3ccc(F)cc3)o2)cc1	-10%

# Seven compounds out of the list above, ordered by their value in ALOX12 inh, low to high:
item	Structure	ALOX12 inh
108	Oc1ccc(Cl)cc1C=Nc1cc(C(F)(F)F)ccc1Oc1ccccc1	-21%
116	Cc1ccc(CNC(=O)CSc2nnc(CNC(=O)c3ccc(F)cc3)o2)cc1	-10%
104	CS(=O)(=O)Oc1ccc2c(=O)c(-c3ccc(Cl)cc3)coc2c1	-5%
102	CCOC(=O)c1ccc(Nc2ccc(C(C)=O)cc2)cc1	3%
105	CC1CCN(C(=O)Cn2ccn3nc(-c4ccc(F)cc4)c(CO)c3c2=O)CC1	6%
112	CCCCCn1c(NCCC)nc2c1c(=O)[nH]c(=O)n2C	7%
106	Cc1cccc(NC(=O)c2cc3c(s2)CCC3)c1C	29%
